TRHR enhancer: TRH receptor (human) allosteric enhancement | P34981 | TRHR cells, fluo-8 calcium fluorescence, EC20 TRH enhancement | enhancement, % at 2 µM | 360,000 compounds, 0.66% hits | AID 493056; in the data active means enhancement above about 30%; further: 0% is about no effect
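TRHR-expressing cells loaded with fluo-8 calcium dye were read kinetically (ex 480/em 530) during compound addition, then stimulated with an EC20 of TRH (10 nM final). Enhancement of the Gq-mediated intracellular calcium response was scored.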
RXFP1 agonist: activates the human relaxin receptor RXFP1; Potency, µM (series often up to 57.5 µM), for the others: at the top dose activation, most hits filed as activators; 370,000 compounds, 0.3% hits; HEK293T-RXFP1 cAMP TR-FRET, 30 min; response scale: percent of porcine relaxin response, buffer zero; AID 2676; Q9HBX9; active means well fitted activation curve with a large enough effect; inconclusive means small, poorly fitted or top-dose-only effect; further: potency means the concentration at half of the fitted maximal effect; on the % scale 0 is the no-effect control and ±100 the full control effect; nearly all actives have a fitted effect of over 60% in size; many of its hits are not listed in these tables
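HEK293 cells stably expressing RXFP1, treated 30 min at 37C with compounds plus PDE4 inhibitor Ro 20174; cAMP measured by HTRF TR-FRET. Normalized to buffer and 29 nM porcine relaxin; EC50 by Hill fit.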
RXFP1 antag: antagonists of human relaxin receptor RXFP1; Q9HBX9; 350,000 compounds, 0.59% hits; HEK293-RXFP1, relaxin-stimulated cAMP HTRF, 30 min; stronger effect = lower value; activity change, negative = inhibition, % at 57.5 µM;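 active means activity change of -60% or lower, but not beyond a set lower limit; inconclusive means change between -60% and -40%, or beyond the set limit; inactive means change above -40%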; further: on the % scale 0 is the no-effect control and ±100 the full control effect
Numbers without * were called inactive; u = inconclusive; x = no result given; ! = not active in a repeat.

Value order: RXFP1 agonist, RXFP1 antag, TRHR enhancer
COc1ccc(CC2C(=O)NC(C)C(=O)N(C)C3C(=O)N(C)C(Cc4ccc(O)c(c4)Oc4ccc(cc4)C3O)C(=O)NC(C)C(=O)NC(C)C(=O)N2C)cc1 (stereo not given)
  x, -2, x
CCCCCCCCCC(CC)c1ccc(S(=O)(=O)O)cc1 (stereo not given)
  x, u, x
O=C(c1ccccc1)C(Cc1ccccc1)N1CCOCC1 (stereo not given)
  x, -12, x
O=C(NC(=O)c1c(F)cccc1F)Nc1cc(Cl)c(OC(F)(F)C(F)C(F)(F)F)cc1Cl (stereo not given)
  x, -18, x
COc1ccc(NC(=S)N2Cc3ccccc3-n3nncc3C2)c(OC)c1
  x, 0, x
COc1cc(CC(C)N)cc2c1OCO2 (stereo not given)
  x, 17, x
COC(=O)c1cn(Cc2ccc(F)cc2)c2ccccc12
  x, -7, x
O=S(=O)(c1ccccc1)N1Cc2ccccc2-n2nncc2C1
  x, 15, x
C=CCCC1(CC(C)C)C(=O)NC(=S)NC1=O
  x, 1, x
NC1CC2CCCCC2CC1(O)c1ccccc1 (stereo not given)
  x, -11, x
CC(C)[C@H]1CC2C3CC=C4C[C@@H](O)CC[C@]4(C)C3CC[C@]2(C)[C@H]1O (stereo not given in full)
  x, 12, x
O=C1CN=C(c2cc([N+](=O)[O-])ccc2Cl)c2cc([N+](=O)[O-])ccc2N1
  x, -9, x
CC12CCC3C(CCC4CC(=O)CCC43C)C1CC(=NO)C2=O (stereo not given)
  x, -3, x
C=CCC1(CCCCC)C(=O)NC(=S)NC1=O
  x, -1, x
C[C@]12CCC3C(CC[C@H]4C[C@@H](O)CC[C@]34C)C1C[C@@H](N)[C@@H]2O (stereo not given in full)
  x, -19, x
CC1(C)C(=O)CCC2C1=CCC1C2CCC2(C)C(O)CCC12 (stereo not given)
  x, 14, x
CC12CCC(=O)C=C1CC(N1CC1)C1C2CCC2(C)C(O)CCC12 (stereo not given)
  x, -2, x
c1ccc(N2CCNCC2)cc1
  x, 17, x
ClC1=C(Cl)C2(Cl)C(CBr)CC1(Cl)C2(Cl)Cl (stereo not given)
  x, -2, x
CN(c1ccccc1)P(=O)(N1CC1)N1CC1
  x, -6, x

19 structures from above, sorted by formula weight, lowest first.
Value order: RXFP1 agonist, RXFP1 antag, TRHR enhancer
c1ccc(N2CCNCC2)cc1
  x, 17, x
COc1cc(CC(C)N)cc2c1OCO2 (stereo not given)
  x, 17, x
CN(c1ccccc1)P(=O)(N1CC1)N1CC1
  x, -6, x
NC1CC2CCCCC2CC1(O)c1ccccc1 (stereo not given)
  x, -11, x
C=CCC1(CCCCC)C(=O)NC(=S)NC1=O
  x, -1, x
COC(=O)c1cn(Cc2ccc(F)cc2)c2ccccc12
  x, -7, x
O=C(c1ccccc1)C(Cc1ccccc1)N1CCOCC1 (stereo not given)
  x, -12, x
CC1(C)C(=O)CCC2C1=CCC1C2CCC2(C)C(O)CCC12 (stereo not given)
  x, 14, x
C[C@]12CCC3C(CC[C@H]4C[C@@H](O)CC[C@]34C)C1C[C@@H](N)[C@@H]2O (stereo not given in full)
  x, -19, x
CC12CCC3C(CCC4CC(=O)CCC43C)C1CC(=NO)C2=O (stereo not given)
  x, -3, x
O=S(=O)(c1ccccc1)N1Cc2ccccc2-n2nncc2C1
  x, 15, x
CCCCCCCCCC(CC)c1ccc(S(=O)(=O)O)cc1 (stereo not given)
  x, u, x
CC12CCC(=O)C=C1CC(N1CC1)C1C2CCC2(C)C(O)CCC12 (stereo not given)
  x, -2, x
CC(C)[C@H]1CC2C3CC=C4C[C@@H](O)CC[C@]4(C)C3CC[C@]2(C)[C@H]1O (stereo not given in full)
  x, 12, x
O=C1CN=C(c2cc([N+](=O)[O-])ccc2Cl)c2cc([N+](=O)[O-])ccc2N1
  x, -9, x
COc1ccc(NC(=S)N2Cc3ccccc3-n3nncc3C2)c(OC)c1
  x, 0, x
ClC1=C(Cl)C2(Cl)C(CBr)CC1(Cl)C2(Cl)Cl (stereo not given)
  x, -2, x
O=C(NC(=O)c1c(F)cccc1F)Nc1cc(Cl)c(OC(F)(F)C(F)C(F)(F)F)cc1Cl (stereo not given)
  x, -18, x
COc1ccc(CC2C(=O)NC(C)C(=O)N(C)C3C(=O)N(C)C(Cc4ccc(O)c(c4)Oc4ccc(cc4)C3O)C(=O)NC(C)C(=O)NC(C)C(=O)N2C)cc1 (stereo not given)
  x, -2, x

Continued:
Value order: RXFP1 agonist, RXFP1 antag, TRHR enhancer
COc1cc2c(c(OC)c1OC)-c1ccc(SC)c(=O)cc1C(NC(C)=O)CC2 (stereo not given)
  x, -2, x
C=CCC1(CC)C(=O)NC(=S)NC1=O
  x, -4, x
O=C(NCC1=C(c2cccc3ccccc23)C[C@@H]2CC[C@H]1N2Cc1ccco1)c1cccs1
  x, 3, x
COc1ccc2nc3c(C)n(C)ccc-3c2c1
  x, 0, x
Cc1cc(C)c2c(ccc3cccc[n+]32)c1
  x, -4, x
COc1ccc(CCNC2(C#N)CCCCC2)cc1OC
  x, 0, x
Oc1ccc(Cl)cc1Cc1ccccc1
  x, -82*!, x
COc1cc(CC(C)N)cc(OC)c1OC (stereo not given)
  x, 22, x
O=C(O)c1ccc([N+](=O)[O-])c([N+](=O)[O-])c1
  x, -15, x
COC[C@@H](NC(C)=O)C(=O)NCc1ccccc1
  x, 14, x
Clc1ccc(C(c2ccc(Cl)cc2)C(Cl)(Cl)Cl)cc1
  x, -72*, x
O=C(O)CNC1c2ccccc2CSc2ccccc21 (stereo not given)
  x, -63*, x
CC12C=CC(=O)CC1CCC1C2CCC2(C)C(O)C(O)CC12 (stereo not given)
  x, -12, x
O=[N+]([O-])c1ccc(N2CCOCC2)c2c1no[n+]2[O-]
  x, -22, x
CS(=O)(=O)c1ccc(C2=C(CNC(=O)c3nccs3)[C@H]3CC[C@@H](C2)N3Cc2ccccc2)cc1
  x, -1, x
c1ccc(N2C3C4CC(C5CCCC54)C32)cc1 (stereo not given)
  x, 2, x
CCCCCCC(Cl)(Cn1ccnc1)c1ccccc1 (stereo not given)
  x, 1, x
CC1([N+](=O)[O-])COP(=O)(NCc2cccnc2)OC1 (stereo not given)
  x, -5, x
O=C(Nc1ccc(Br)cc1)c1cc(Br)cc(Br)c1O
  x, -81*, x
O=C1C=CC(=O)C2C1C1(Cl)C(Cl)=C(Cl)C2(Cl)C1(Cl)Cl (stereo not given)
  x, -95*, x

Further structures
Value order: RXFP1 agonist, RXFP1 antag, TRHR enhancer
Cc1nn(CC(C)C)c(Cl)c1C(=O)NC1CCCC1
  x, 9, x
O=C(CBr)Nc1ccc(Cl)cc1C(=O)c1ccccc1F
  x, -27, x
Nc1ccc2ccccc2c1
  x, -6, x
OC(O)C(Cl)(Cl)Cl
  x, -2, x
CC(C)(C)NCC(O)c1cc(Cl)c(N)c(C(F)(F)F)c1 (stereo not given)
  x, 13, x
O=P1(c2ccccc2)Nc2ccccc2N1c1ccccc1 (stereo not given)
  x, 2, x
CCC1(c2ccc(N)cc2)CCC(=O)NC1=O (stereo not given)
  x, 7, x
Cc1cccc(N=C2c3cc([N+](=O)[O-])ccc3-c3c2cc([N+](=O)[O-])cc3[N+](=O)[O-])c1
  x, 10, x
O=C1OC(CCN2CCCCC2)OC1(c1ccccc1)c1ccccc1 (stereo not given)
  x, 21, x
COP(=S)(OC)SCn1nnc2ccccc2c1=O
  x, 13, x
CC12CCC(=O)C=C1CCC1C2CCC2(C)C1CCC2(O)CC#N (stereo not given)
  x, -8, x
C[C@]12CC[C@H]3[C@@H](CCC4=CC(=O)CC[C@@H]43)[C@@H]1CC[C@@H]2OC(=O)CCc1ccco1
  x, u, x
NS(=O)(=O)c1nc[nH]c1[N+](=O)[O-]
  x, 6, x
C[C@]12CCC3C(CC[C@H]4C[C@H](O)CC[C@]34C)C1C[C@@H](O)[C@@H]2O (stereo not given in full)
  x, 6, x
C[N+]1(CCC(C(N)=O)(c2ccccc2)c2ccccc2)CCCCC1
  x, 7, x
CC(=O)O[C@H]1C[C@@H]2OC3C=C(C)CCC3(C)[C@@]1(C)[C@@]21CO1 (stereo not given in full)
  x, 0, x
Clc1cccc(NC2=NCCS2)c1
  x, 1, x
CCN(CC)CCC(=O)O[C@H]1CC[C@]2(C)C3CC[C@@]4(C)C(CC[C@]4(C)O)C3CC[C@H]2C1 (stereo not given in full)
  x, -10, x
C#C[C@]1(O)CCC2C3C(=O)C=C4C=CCC[C@]4(C)C3CC[C@@]21C (stereo not given in full)
  x, 10, x
O=C(CCl)c1ccc(Cl)cc1Cl
  x, 3, x

Following part
Value order: RXFP1 agonist, RXFP1 antag, TRHR enhancer
O=C1CN=C(c2ccccc2)c2cc([N+](=O)[O-])ccc2N1
  x, -3, x
COC(=O)C1=C(C(=O)OC)C2OC1c1cc3ccccc3cc12
  x, -120*, x
CCCCC1C(=O)NC(=S)N(C)C1=O (stereo not given)
  x, -10, x
COc1ccc2c(C(=O)c3ccc(Cl)cc3)c(C)n(CC(=O)O)c2c1
  x, -20, x
O=P(NC1CCCCC1)(Oc1ccccc1)Oc1ccccc1
  x, -18, x
COc1cccc(C(=O)CCN[C@@H](C)[C@H](O)c2ccccc2)c1
  x, 20, x
CC1C(c2cccs2)=[N+]([O-])C(C)(C(=O)c2ccc(F)cc2)N1O (stereo not given)
  x, -15, x
C[C@]12CC[C@@H](O)CC1=CC(=O)C1C2CC[C@]2(C)C(=O)CCC12 (stereo not given in full)
  x, -3, x
CCOc1ccc(-c2cc(C(=O)N3CCC4(CC3)OCCO4)c3ccccc3n2)cc1
  x, 1, x
CC[C@]12CC[C@H](O)CC1=CCC1C2CC[C@]2(C)C(=O)CCC12 (stereo not given in full)
  x, -7, x
CCC(C(=O)Nc1ccc(Cl)cc1)N1CCCC1=O (stereo not given)
  x, 5, x
NC1=Nc2ccccc2Oc2ccccc21
  1.2%, 4, x
O=C(Nc1ccc(C(F)(F)F)cc1)c1cccn(Cc2ccc3c(c2)OC(F)(F)O3)c1=O
  2.0%, -9, x
Cn1c(O)c(C(=N)COc2ccccc2)c(=O)n(C)c1=O
  -0.4%, 7, x
CCn1c(O)c(C(c2ccccn2)c2c(O)n(CC)c(=S)[nH]c2=O)c(=O)[nH]c1=S
  0.5%, 19, x
O=[N+]([O-])c1ccc(C2C3C(c4ccccc4)=NC4(CCCCC4)N32)cc1 (stereo not given)
  -1.5%, 0, x
Clc1ccc(CSC(Cn2ccnc2)c2ccc(Cl)cc2Cl)cc1 (stereo not given)
  0.8%, -8, 17

Random excerpt: two entries already listed.
Value order: RXFP1 agonist, RXFP1 antag, TRHR enhancer
COC(=O)C1=C(C(=O)OC)C2OC1c1cc3ccccc3cc12
  x, -120*, x
CCOc1ccc(-c2cc(C(=O)N3CCC4(CC3)OCCO4)c3ccccc3n2)cc1
  x, 1, x

Some of the compounds tested, so the mix of outcomes need not match the whole.
